Source: PubChem
Cav32 inh = blocks human Cav3.2 T-type calcium channel; actives 4% (n = 100,000); Cav3.2-expressing cells, Fluo-4 calcium fluorescence FDSS; hits give low values; O95180; AID 449739; B-score at 10 µM;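 active means single-dose well whose peak fluorescence ratio is a statistical outlier from its plate by either plate-standardised score or position-corrected B-score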
Numbers without * were called inactive. A portion of the library, so the mix of outcomes need not match the whole.

Cav32 inh,SMILES
-7.2*,COc1cccc(Nc2nnc(SCC(=O)N(CC(C)C)CC(C)C)s2)c1
-3.1,COC(=O)c1ccccc1NC(=O)CNc1cc(Cl)ccc1N1CCOCC1
0.56,CCc1nnc(NC(=O)CSc2nnc(-c3cccnc3)n2CC)s1
0.098,CC(C)OCCCNC(=O)CNC(=O)c1cccs1
-3,O=S(=O)(Nc1nc2ccc(S(=O)(=O)N3CCCC3)cc2s1)c1ccc(F)cc1
1.2,CC(=O)SCCC(=O)Nc1ccccc1
-0.73,COC(C[C@H](O)C[C@@H](O)COCc1ccccc1)OC
0.012,O=C(NCC1COc2ccccc2O1)c1ccco1 (stereo not given)
0.38,COc1ccc(C(=O)Nc2nc3nc(-c4ccccc4)cc(=O)n3[nH]2)cc1
-3.1,CCOC(=O)Cn1nnnc1CN(Cc1ccccc1)Cc1cc2cc(CC)ccc2[nH]c1=O
0.37,Cc1noc(C)c1CN1C(=O)NC2(CCc3ccccc3C2)C1=O (stereo not given)
0.8,CCOC(=O)C(=Cc1ccc(F)cc1)C(=O)OCC
1.3,C=CCn1cc(C(=O)OC)c(=O)c2cc(S(=O)(=O)N(CC)CC)ccc21
-1.5,Cc1ccc2[nH]c(=O)c(CN(Cc3ccccc3Cl)C(=O)N3CCOCC3)cc2c1
-0.96,CCn1c(-c2ccccc2)ccc(C#N)c1=O
-0.5,Cc1nc(-c2ccccn2)sc1C(=O)Nc1ccc(F)cc1F
-1.1,CCCCCC(=O)Nc1ccc(N2CCN(C(=O)CCC)CC2)cc1
-0.03,CCOC(=O)c1[nH]c(COC(=O)c2ccccc2NC(=O)c2ccco2)c(C(=O)OCC)c1C
-1.6,O=C(C1CCCN(S(=O)(=O)c2cccc3nonc23)C1)N1CCN(c2ccccc2)CC1 (stereo not given)
1.1,Oc1oc(-c2ccccc2)nc1C=NCc1ccncc1
1.4,O=C(NCc1ccc(N2CCCC2=O)cc1)Nc1ccccc1
-3.7,COC(=O)C1=C(C(=O)OC)[C@@H]2N(C)c3ccccc3[C@@]23C[C@@H](CO)N(C(=O)NCCBr)C3=N1
-0.98,Cc1noc(NS(=O)(=O)c2ccc(NC(=O)CCCOc3ccc(Cl)cc3Cl)cc2)c1C
-0.68,Cc1ccc2c(=O)c(C(=O)NCc3cccs3)c[nH]c2c1
0.015,Cc1cccnc1NC(=O)c1c(O)c2ccccc2n(C)c1=O
-1.3,COc1ccccc1-c1nnc(SC2CCc3ccccc3NC2=O)s1 (stereo not given)
-0.46,c1ccc(-n2ncc3c2ncn2nc(CSc4nc5ccccc5s4)nc32)cc1
-2.4,Cc1ccc(Cc2nnc3n(-c4cccc(C)c4)nc(C(=O)c4ccccc4)n3c2=O)cc1
-0.27,CCC(=O)Nc1nonc1-c1nc2ccccc2n1CCC(C)C
-0.3,C=CCNc1ncnc2c1ncn2C1OC(CO)C(O)C1O (stereo not given)
-0.96,CCOC(=O)Cc1csc(NC(=S)NC(=O)c2ccc(Cl)cc2)n1
1.4,COC(=O)c1nc(-c2ccccc2)oc1N(C)C
0.12,CCN(c1ccccc1)S(=O)(=O)c1ccc(F)cc1
-0.13,O=C1CC(C(=O)Nc2ccc(O)c(C(=O)O)c2)C(c2ccccc2)O1 (stereo not given)
-0.47,CCCC(=O)Nc1ccc(C(=O)NCc2ccccc2Cl)cc1
0.3,O=C(Nn1c(O)c(C=C2N=c3ccccc3=N2)sc1=S)c1cccc(Cl)c1
-0.54,CC(C)(C)SCCNS(=O)(=O)c1ccc(F)cc1
0.085,CC(C)=CC(=O)Nc1nnc(-c2cccnc2)s1
-0.41,COCCn1c(C)cc(C(=O)CSc2nc(C)cc(C)c2C#N)c1C
-2.6,COc1cc(OC)c(C2=NOC(C(=O)N3CCc4ccccc4C3)C2)cc1Cl (stereo not given)
-10*,Oc1ccc2ccc3cccc[n+]3c2c1
-0.91,COc1ccc(NC(=O)C=C(C)C)cc1Cl
-0.78,Cc1c(CCC(C)C)c(=O)n2c([nH]c3ccccc32)c1C#N
0.047,COc1ccc(OC)c(-n2c(C)nc3cc(C(=O)O)ccc32)c1
-0.034,NC(=O)CSc1nnc(-c2ccc(O)cc2)n1Cc1ccco1
0.55,Oc1ccc2ccccc2c1/C=N/n1cnnc1
0.037,Cc1ccc(C2C3=C(CC(C)(C)CC3=O)Nc3[nH]c(=S)[nH]c(=O)c32)cc1 (stereo not given)
-3.2*,CCc1ccc(N(CC)C(=O)c2ccc3c(Cl)c4c(nc3c2)CCC4)cc1
0.31,CCOC(=O)CSc1nc(NCc2ccco2)c2ccccc2n1
-3.4,Cc1ccc(-n2c(C)cc(C3N=C(N)Nc4nc5ccccc5n43)c2C)c(C)c1 (stereo not given)
-0.14,O=[N+]([O-])c1cc(/C=N/N2CCN(C3c4ccccc4-c4ccccc43)CC2)ccc1Cl
-0.31,CCSc1nc2nn(-c3ccccc3)c(=O)c-2c2n1CCCCC2
1.1,CCOC(=O)C1CCCN(C(=O)c2cn(CC)c(=O)c3cc(OC)c(OC)cc23)C1 (stereo not given)
-0.025,c1ccc(OCc2nc3ccccc3[nH]2)cc1
-2.5,Clc1ccc(C(c2nnnn2C2CCCC2)N2CCSCC2)cc1 (stereo not given)
-1.4,O=C(C1=C[C@H](c2coc3ccccc3c2=O)C[C@H](OCCCCO)O1)N1CCN(Cc2ccccc2)CC1
-0.11,O=C(NC1CCCC1)C(c1ccc(Cl)cc1)N1CCc2ccccc21 (stereo not given)
-2.4,Cc1cccc(NC(=O)c2ccc(Cn3cc(C(F)(F)F)ccc3=O)cc2)c1
-0.76,COc1ccc(OC)c(NC(=O)c2cnc3n(c2=O)CCS3)c1
-4*,O=S(=O)(Cc1cc(Sc2ccc(Cl)cc2)nc(-c2ccccc2)n1)c1ccccc1

Later entries:
Cav32 inh,SMILES
-0.096,Cc1ccsc1C1NC(=O)c2c(sc3c2CCN(C)C3)N1 (stereo not given)
1.3,COc1cc(C2C(C(=O)Nc3ccccc3OC)=C(C)Nc3ncnn32)ccc1O (stereo not given)
0.41,Cc1ccc(-c2nc3ccccc3[nH]2)cc1NC(=S)NC(=O)c1ccccc1Br
0.64,O=C(Nc1ccc(S(=O)(=O)Nc2ncccn2)cc1)c1ccco1
-0.8,CCOC(=O)Cn1c(=N)n(CCOc2ccc(OC)cc2)c2ccccc21
0.26,Cc1cc(C)nc(-n2nc(C)c3c(=O)[nH]c(C(F)(F)F)nc32)n1
0.015,CCOC(=O)C(NC(=O)N1CCCCC1)(c1ccccc1)C(F)(F)F (stereo not given)
0.17,CCn1c(CSc2nc3ccccc3n2C)nc2ccccc21
0.029,Cc1ccc(S(=O)(=O)Nc2nc3n(n2)C(c2ccc(Cl)cc2)CC(=O)N3)cc1 (stereo not given)
-2.5,CC1(c2ccccc2)CC(c2ccccc2)=Nc2nonc2N1 (stereo not given)
-1,O=C1C(Cl)=C(NCC2CCCO2)C(=O)N1c1cccc(Cl)c1Cl (stereo not given)
-0.29,Cc1ccc(NC(=O)c2ccc(CSc3nccc(C)n3)cc2)cc1
0.34,CCOc1ccc(-c2nc(C#N)c(N3CCN(CC)CC3)o2)cc1
-2.3,Clc1ncnc2scc(C3COc4ccccc4O3)c12 (stereo not given)
-2.2,CCCc1cc(C(=O)N2CCN(c3ccccc3C)CC2)cs1
0.97,Cc1cc(C)c(-c2cc(C(F)(F)F)no2)c(=O)[nH]1
0.26,COc1ccc(F)cc1S(=O)(=O)N1CCC(C(N)=O)CC1
-0.9,CCCS(=O)(=O)C(=C(Nc1ccccc1)Nc1ccccc1)S(=O)(=O)CCC
-0.44,COc1ccc(OC)c(NC(=O)CSc2nnc(CNC(=O)c3ccco3)o2)c1
-6.9*,C=CCn1c(SCC(=O)NCc2ccccc2)nnc1-c1cc(Br)ccc1O
-7.3*,CCOC(=O)Cn1c(S(=O)(=O)Cc2ccccc2Cl)nc(-c2ccccc2)c1-c1ccccc1
1.2,O=C(CSc1nnc(NC(=O)c2ccco2)s1)NC1CCCCC1
-0.66,COc1ccc(CNC(=O)CN(C(=O)c2cc3sccc3n2C)C2CCCC2)cc1
-0.47,CCOc1ccccc1-n1c(SCC(=O)NC(C)(C)C)nnc1-c1ccoc1C
0.044,O=C(CSCc1ccccc1)N1CCc2ccccc21
0.99,Cc1ccc(CNC(=O)CCS(=O)(=O)c2cc(Br)cc3c2N(C(=O)C2CC2)CC3)o1
-0.38,Cc1nc(-c2ccccc2)cs1
-1.4,CCCCCCCCn1cnc2c(N)c(C)c(C)cc21
-0.014,O=c1oc(-c2cccnc2)nc2ccccc12
-5.5*,Cc1cccc(N2CCN(C(=O)CCCSc3nc4ccccc4[nH]3)CC2)c1C
0.93,CCN=C1SC(CC(=O)NC2CCCCC2)C(=O)N1CC (stereo not given)
-0.37,CCCNS(=O)(=O)c1ccc(OCC(=O)NCCC2=CCCCC2)cc1
-0.068,Cc1ccc(OCC(=O)N2CCN(C3=NS(=O)(=O)c4ccccc43)CC2)cc1
0.23,CCN(CCCNC(=O)C1CCN(S(=O)(=O)c2cnc[nH]2)CC1)c1cccc(C)c1
0.45,CN(C)S(=O)(=O)c1cccc(C(=O)OCC(=O)NCc2ccccc2)c1
-2.3,CSc1nc(N)nc(SCC(=O)C23CC4CC(CC(C4)C2)C3)c1C#N
0.72,Cc1c(N=Cc2ccc(Cl)o2)c(=O)n(-c2ccccc2)n1C
1.2,O=C(CN1C(=O)c2cccc3cccc1c23)NCc1ccccn1
-0.0048,COc1ccc(NC(=O)C2C3C=CC4(CN(Cc5cccnc5)C(=O)C24)O3)c(OC)c1 (stereo not given)
1.5,COc1cccc(NC(=O)c2ccc(-n3cccn3)nc2)c1
-0.57,N#CCSc1nnc2c(Cl)cc(Cl)cn12
0.6,CCOC(=O)c1cnc2c(Cl)cc(Cl)cc2c1NCCOCCO
0.092,COc1ccc(-c2nc(C#N)c(NCCCn3ccnc3)o2)cc1OC
-5.7*,Clc1ccc(-c2noc(CSc3nnc(Cc4cccs4)n3-c3ccccc3)n2)cc1
0.0062,COc1ccc(-c2cnc3nc[nH]c(=O)c3n2)cc1
0.98,CCOC(=O)CC(=O)CSc1ccc2nnc(-c3ccccc3)n2n1
0.65,COc1ccc(-c2csc(Cc3nnc4n3CCCCC4)n2)cc1OC
0.38,O=C(NCCCN1CCN(c2ccccc2F)CC1)Nc1ccc(F)cc1
-0.63,O=C(NC1CCCCC1)n1c(=O)oc2ccccc21
-1.3,O=c1[nH]n(-c2ncnc3c2cnn3-c2ccccc2)c(=O)c2ccccc12
3.1,Cc1ccc(C2C3=C(CC(C)(C)CC3=O)NC3=C2C(=O)CC(C)(C)C3)o1
-5*,Cc1nn(Cc2ccccc2)c(Cl)c1C(=O)OCc1nnc(-c2ccccc2)o1
0.089,O=C1OC(Nc2ncccn2)c2ccccc21 (stereo not given)
0.061,O=C1c2ccccc2C(=O)N1Cc1nc2ccccc2o1
1,COC(=O)[C@H]1C[C@H]1[C@@H](NC(=O)c1cccnc1)c1ccccc1
-2,COc1ccc(N2CCN(C(=S)Nc3cccc(C)c3C)CC2)cc1
0.046,COc1cccc(NC(=O)Cc2ccc(C)cc2)c1
0.4,CS(=O)(=O)c1ccc2nc(N)sc2c1
0.66,COc1ccccc1-n1c(SCC(=O)Nc2ccccc2C)nc(O)cc1=O
0.6,CCOc1ccc(Nc2nc(Cc3nnc(SCC(=O)O)o3)cs2)cc1

Reprinted from the results shown (3 entries):
Cav32 inh,SMILES
-0.57,N#CCSc1nnc2c(Cl)cc(Cl)cn12
0.6,CCOC(=O)c1cnc2c(Cl)cc(Cl)cc2c1NCCOCCO
0.092,COc1ccc(-c2nc(C#N)c(NCCCn3ccnc3)o2)cc1OC

Later entries.
Cav32 inh,SMILES
-1.9,COc1ccc(N2CCN(c3oc(Cc4cccc5ccccc45)nc3C#N)CC2)cc1
-2.3,CS(=O)(=O)c1ccc(CNC(=O)[C@]2(C(F)(F)F)C[C@H](CCc3ccccc3)CCCO2)cc1
0.5,Cc1ccc(-n2c3c(cc(C(=O)O)c2=O)C(=O)CC(C)(C)C3)cc1
-1.8,Nc1nc(-c2ccccc2)cc(N2CCCCC2)n1
0.76,C=CCn1c(C(C)NC(=O)CCC)nc2ccccc21 (stereo not given)
0.52,CCSc1nc(O)c(C2OC(=O)c3c2ccc(OC)c3OC)c(=O)n1-c1ccccc1 (stereo not given)
0.4,Cn1c(=O)c(C(=O)CCl)c(N)n(CC2CC2)c1=O
-1.1,O=C(COC(=O)c1cn(-c2ccccc2)nc1-c1ccccc1)c1cccc([N+](=O)[O-])c1
0.066,Cn1nnnc1SCC(=O)N(C1CCCCC1)C1CCCCC1
-0.81,CC(CCc1ccccc1)NCc1ccncc1 (stereo not given)
-0.22,Cc1nn(CC(=O)Nc2ccc3c(c2)nc(CCN2CCCCC2)n3C)c(=O)c2ccccc12
-1.6,Cn1cc(Cl)c(C(=O)Nc2nc3ccc(Cl)cc3s2)n1
-0.16,COc1ccc2c(=O)c(N3C(=O)c4ccccc4C3=O)c(C)oc2c1
-0.32,Cn1c(SCC(=O)NC(C)(C)C)nnc1-c1cnccn1
0.82,Cc1ccc(N(CC(=O)NC2CCCC2)C(=O)c2c(C)noc2C)cc1C

Among those listed so far, these have an NH in an aromatic ring:
Cav32 inh,SMILES
0.38,COc1ccc(C(=O)Nc2nc3nc(-c4ccccc4)cc(=O)n3[nH]2)cc1
-3.1,CCOC(=O)Cn1nnnc1CN(Cc1ccccc1)Cc1cc2cc(CC)ccc2[nH]c1=O
-1.5,Cc1ccc2[nH]c(=O)c(CN(Cc3ccccc3Cl)C(=O)N3CCOCC3)cc2c1
-0.03,CCOC(=O)c1[nH]c(COC(=O)c2ccccc2NC(=O)c2ccco2)c(C(=O)OCC)c1C
-0.68,Cc1ccc2c(=O)c(C(=O)NCc3cccs3)c[nH]c2c1
-0.78,Cc1c(CCC(C)C)c(=O)n2c([nH]c3ccccc32)c1C#N
0.037,Cc1ccc(C2C3=C(CC(C)(C)CC3=O)Nc3[nH]c(=S)[nH]c(=O)c32)cc1 (stereo not given)
-0.025,c1ccc(OCc2nc3ccccc3[nH]2)cc1
0.41,Cc1ccc(-c2nc3ccccc3[nH]2)cc1NC(=S)NC(=O)c1ccccc1Br
0.26,Cc1cc(C)nc(-n2nc(C)c3c(=O)[nH]c(C(F)(F)F)nc32)n1
0.97,Cc1cc(C)c(-c2cc(C(F)(F)F)no2)c(=O)[nH]1
-5.5*,Cc1cccc(N2CCN(C(=O)CCCSc3nc4ccccc4[nH]3)CC2)c1C
0.23,CCN(CCCNC(=O)C1CCN(S(=O)(=O)c2cnc[nH]2)CC1)c1cccc(C)c1
0.0062,COc1ccc(-c2cnc3nc[nH]c(=O)c3n2)cc1
-1.3,O=c1[nH]n(-c2ncnc3c2cnn3-c2ccccc2)c(=O)c2ccccc12
